Assay outcomes (PubChem BioAssay)
PLAP inhibition – PLAP enzyme inhibitors, biochemical, luminescence, HTS (AID 690). purified PLAP, luminescent substrate; higher % means a stronger effect. inhibition, % at 20 µM, or IC50 in µM where a hit was titrated. 96,000 tested, 0.08% active; in the data active = a potency from the dose series; inactive = the rest, 99 in 100 with inhibition below about 30%; note: strong numbers were not always called active
MRP resist rev – reversal of MRP1-mediated doxorubicin resistance, primary screen, H69AR cells, doxorubicin co-treatment; H69AR cells + 2 uM doxorubicin, CellTiter-Glo, 72 h; differential viability (reversal), % at 10 µM; 85,000 tested, 0.04% active; AID 602, 2007;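 active = viability drop by adding the cancer drug above about 55%, with treated viability meeting a 40% cutoff, limit read from the data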;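 note: viability without doxorubicin minus viability with 2 µM doxorubicin for each compound; larger differential means the compound sensitizes cells more to doxorubicin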
NFkB transloc pot – enhancers of NFkB p65 translocation in HUVEC – imaging, IL-1B stimulus, high-content imaging, primary screen. HUVEC IL-1B NFkB p65 nuclear translocation imaging. 94,000 tested, 0.3% active. AID 819, 2007. activation, % at 2 µM;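 active = activation above 40%, about the mean plus 3 SD, also judged a hit on visual image review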;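 note: percent activation is computed from the nuclear over cytoplasmic p65 intensity ratio; values of inactives mirror those of a sister screen read the other way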
Bcl-B TR3 displacers – displacers of TR3 peptide from Bcl-B, primary screen, selectivity assay for Bfl-1 inhibitor project, biochemical, fluorescence polarization; one-dose displacement, % at 20 µM; IC50 in µM for titrated hits; FP displacement of FITC-TR3 peptide from Bcl-B; higher % means a stronger effect; AID 748, 2007; Bcl-2-like protein 10 (Homo sapiens); 96,000 tested, 0.11% active;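 active = displacement above 50% at 20 µM plus a fluorescence interference ratio under 1.5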;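 note: plate controls were wells without compound for no effect and wells lacking Bcl-B protein for full effect; a part of the inactive calls stands beside numbers as strong as those of hits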
NFkB transloc inh – inhibitors of IL-1B driven NFkB p65 nuclear import, primary screen, imaging, HUVEC, IL-1B stimulus, high-content imaging. HUVEC IL-1B NFkB p65 nuclear translocation imaging. inhibition, % at 2 µM. 94,000 tested, 0.43% active;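 active = inhibition above about 30% together with a positive call from visual inspection of the well image, limit read from the data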;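 note: nuclear over cytoplasmic p65 intensity ratio measured by imaging; 0% = IL-1B stimulated DMSO wells and 100% = unstimulated DMSO wells; values of inactives mirror those of a sister screen read the other way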
MRP resist rev cytotoxicity – also measured in MRP resist rev; calls as there; viability, %; H69AR cells, CellTiter-Glo, 72 h; measured here: cytotoxicity without doxorubicin
MRP resist rev with doxorubicin – recorded beside MRP resist rev, whose call it bears; viability, %; measured here: viability with 2 uM doxorubicin; active compounds read low
NFkB transloc inh cell count 2 µM – further read-out of NFkB transloc inh, marked with its call; cell count; measured here: cells passing quality filter;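 raw number of nuclei counted in each imaged well without normalization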
NFkB transloc pot cell count 2 µM – also measured in NFkB transloc pot; calls as there; cell count; measured here: cells passing quality filter
The depositor's hits bear a star; x = no result given; & = joins results of further samples.

The line under a structure holds: PLAP inhibition	MRP resist rev	MRP resist rev cytotoxicity	MRP resist rev with doxorubicin	NFkB transloc pot	NFkB transloc pot cell count 2 µM	Bcl-B TR3 displacers	NFkB transloc inh	NFkB transloc inh cell count 2 µM
> O=C(COC(=O)Cc1ccc(Br)cc1)NC12CC3CC(CC(C3)C1)C2
→ 4%	x	x	x	-17	137	-6%	17	137
> O=C(CSc1nnc(-c2ccncc2)n1Cc1ccco1)Nc1ccccc1Cl
→ -2%	0	82	82	0	194	3%	0	194
> O=[N+]([O-])c1ccc(N2CCN(S(=O)(=O)c3ccccc3)CC2)cc1NCCN1CCOCC1
→ -19%	x	x	x	5	141	-3%	-5	141
> CCn1c(C)c2c(C)nnc(C)c2c1C
→ 16%	8	95	87	32	144	1%	-32	144
> CCOC(=O)c1cccc(NC(=O)CSc2nnc(-c3ccncc3)n2CCCOC)c1
→ -9%	5	84	79	-1	77	3%	1	77
> CC(=O)c1c(C)[nH]c(C(=O)OC2CCOC2=O)c1C (configuration not stated)
→ 0%	-3	105	108	x	x	-2%	x	x
> CCOc1ccccc1N1C(=O)c2ccc(C(=O)Nc3cccnc3)cc2C1=O
→ -43%	17	91	73	3	74	5%	-3	74
> COc1ccc(N(C)C(=O)CCC(=O)Nc2ccc3nc(N4CCOCC4)cc(C)c3c2)c(OC)c1
→ -48%	-1	75	75	-4	150	-2%	4	150
> O=C(O)CCN(CCC(=O)O)c1nnc(SCc2ccccc2)s1
→ -29%	7	104	97	1	178	3%	-1	178
> Cc1ccc(NC(=O)C2CC(=O)N(c3ccc4c5c(cccc35)CC4)C2)cc1 (configuration not stated)
→ -40%	x	x	x	3	123	-1%	-6	111
> CC1(C)Cc2nc3n[nH]c(N)c3cc2CO1
→ -8%	-5	91	96	12	129	-3%	-12	129
> CCc1ccc(C(=O)NC(CC(C)C)C(=O)O)cc1 (configuration not stated)
→ -5%	9	99	90	9	193	-4%	-9	193
> Cc1c(NC(C)c2ccccc2O)c(=O)n(-c2ccccc2)n1C (configuration not stated)
→ -24%	16	102	86	9	191	4%	-9	191
> O=C1CN(CC(=O)Nc2ccc(Cl)cc2)CCN1
→ 11%	15	105	90	3	176	-4%	-3	176
> O=C(Oc1ccccc1)c1ccc(COC(=O)c2cnccn2)cc1
→ 16%	-2	102	105	-2	127	-12%	2	127
> CCCCN(c1ccccc1)S(=O)(=O)c1ccc2c(c1)CCN2C(=O)CCC(=O)O
→ -50%	7	104	97	0	124	0%	0	124
> Cn1c(=O)c2cc(S(=O)(=O)NCCC(=O)NC3CCCCCC3)ccc2n(C)c1=O
→ -20%	13	91	79	-2	151	5%	2	151
> Brc1ccc(-c2cnnc(N3CCCC3)n2)cc1
→ -29%	3	90	87	13	157	21%	-13	157
> CC1CN(S(=O)(=O)c2cn(C)c(=O)n(C)c2=O)CC(C)O1 (configuration not stated)
→ 4%	6	99	93	14	76	17%	-14	76
> CCCCOC(=O)Cn1c2ccc(OC)cc2c2nc3ccccc3nc21
→ -2%	-7	28	36	36	180	23%	-36	180
> O=C1c2[nH]nc(-c3ccccc3O)c2C(c2cccc(Cl)c2)N1Cc1ccco1 (configuration not stated)
→ -21%	0	1	1	4	120	5%	-4	120
> CCCCS(=O)CC(CS(=O)CCCC)OC(=O)c1ccccc1 (configuration not stated)
→ 0%	12	79	67	-9	104	-4%	9	104
> Cc1c(C(=O)O)oc2c1C(O)CC(C)(C)C2 (configuration not stated)
→ 1%	5	104	99	8&18	126&153	7%	-8&-18	126&153
> Cc1ccc2c(c1)-c1c(cnn1CC(=O)N(CCC#N)c1ccccc1)CO2
→ -64%	2	77	75	-10	140	-2%	10	140
> O=C(c1ccccc1Cl)N1CCCC(c2nc3c(nnn3Cc3ccccc3)c(=O)[nH]2)C1 (configuration not stated)
→ -48%	5	86	81	1	105	6%	-1	105
> CC(C)(C)NC(=O)CSc1ccc(C(C)(C)C)cc1
→ x	1	89	88	3	174	x	-3	174
> O=C(CN1CCN(c2ccc(Cl)cc2)CC1)N1CCCC1
→ -60%	x	x	x	-4	137	4%	4	137
> Fc1ccc(CN2CCN3CCCC3C2C2CCCCC2)cc1F (configuration not stated)
→ -30%	x	x	x	14	173	4%	-14	173
> C/C(=N\n1nnnc1Nc1ccccc1)c1ccc(N)cc1
→ 5%	5	89	83	x	x	11%	x	x
> O=C(OCc1nc2ccccc2s1)c1cnccn1
→ 1%	-10	78	88	-7	183	-24%	7	183
> COc1ccc(OC)c(Nc2nc(-c3sc(C)nc3C)cs2)c1
→ -110%	-18	26	44	40	151	-3%	-40	151
> O=C(O)C1CCCN1S(=O)(=O)c1cc(Cl)ccc1Cl (configuration not stated)
→ -26%	-10	69	79	2	91	2%	-2	91
> COc1cccc(-c2nc(CS(=O)CC(=O)NCc3ccccc3)c(C)o2)c1 (configuration not stated)
→ -44%	17	99	82	x	x	-21%	x	x
> CN(C(=O)c1cccc(N2C(=O)C3CC=CCC3C2=O)c1)C1CCCCC1 (configuration not stated)
→ x	0	93	92	-6	144	-14%	6	144
> O=C(Oc1ccc(-c2cnc3ccccc3n2)cc1)c1ccc(Br)o1
→ 21%	-2	78	81	-6	177	-36%	6	177
> CCOC(=O)c1oc2ccccc2c1NC(=O)COc1cccc(OC)c1
→ 14%	-3	63	66	6	167	-12%	-6	167
> CCn1c(=N)n(CC(O)c2ccco2)c2ccccc21 (configuration not stated)
→ 20%	4	95	91	17	118	-5%	-17	118
> CC(=O)Oc1cc2oc(=O)c3c(c2cc1Cl)CCC3
→ -9%	3	100	97	-7	133	10%	7	133
> Cc1ccc(N(CC(=O)N/N=C/c2ccc(OC3CSC3)cc2)S(=O)(=O)c2ccccc2)cc1
→ 4%	x	x	x	14	128	-1%	-14	128
> CC(=NC(C)C)C1=C(O)CCC1=O
→ 0%	5	94	89	x	x	13%	x	x
> N#CC1=C(N)Oc2cc3ccccc3cc2C1c1cccs1 (configuration not stated)
→ 17%	-17	21	38	x	x	4%	x	x
> O=C(NCc1ccco1)c1cccn2c(=O)c3c4c(sc3nc12)CCCC4
→ -27%	x	x	x	4	116	24%	-4	116
> Cc1cc(=O)oc(C)c1C(=O)NCc1c(F)cc(F)cc1F
→ -3%	23	98	76	36	52	0%	-36	52
> CC(CNC(=O)CC(C)(C)C)NC(=O)CC(C)(C)C (configuration not stated)
→ x	-2	102	104	6	120	x	-6	120
> O=C(CSc1nnc(Cc2ccccc2)n1Cc1ccco1)NC12CC3CC(CC(C3)C1)C2
→ -68%	5	71	66	5	159	0%	-5	159
> O=C(CSc1ncn(-c2ccccc2)n1)Nc1nc(-c2ccccc2)cs1
→ x	27	107	80	7	174	x	-7	174
> CC(C)Cc1ccc(C(C)C(=O)OCC(=O)c2c[nH]c3ccccc23)cc1 (configuration not stated)
→ 11%	31	39	8	-2	168	2%	2	168
> Cn1c(=O)c2c([nH]c(=O)n2C)n(C)c1=O
→ x	3	102	99	10	117	x	-10	117
> Cc1cc(S(=O)(=O)N2CCN(c3c(C)cccc3C)CC2)ccc1F
→ -17%	9	92	83	11	112	-6%	-11	112
> CC1(N2CCOCC2)CC2(O)C(=[N+]1[O-])CCc1nonc12 (configuration not stated)
→ -52%	-11	80	91	-9	96	42%	9	96
> COC(=O)CSc1nnc(-c2ccccc2OC)o1
→ -20%	-10	93	103	4	139	-4%	-4	139
> Cc1ccc(C)c(-n2nnnc2Sc2nnnn2-c2ccccc2)c1
→ x	-1	2	4	1	113	-12%	-1	113
> COc1ccccc1OCCCOc1ccc([N+](=O)[O-])cc1Cl
→ -3%	x	x	x	-14	132	-11%	14	132
> O=C(NCCOc1ccccc1)c1cc2ccccc2o1
→ 7%	9	107	98	5	161	-5%	-5	161
> CC1CCCC(C)N1C(=O)Cn1cc(/C=C2/C(=O)Nc3ccccc32)c2ccccc21 (configuration not stated)
→ -3%	3	23	20	-6	51	22%	6	51
> COc1ccc(S(=O)(=O)NCCc2csc(C)n2)cc1C
→ -6%	-3	90	93	-5	96	5%	4	96
> CCC(=O)NCCc1nc2ccccc2[nH]1
→ 18%	14	96	82	-2	213	5%	2	213
> COc1ccccc1C(CCN(Cc1cccs1)C(C)=O)c1ccco1 (configuration not stated)
→ -68%	-11	67	77	-11	147	-29%	11	147
> Cc1cc(C)n(C(=O)CSc2nc3ccccc3o2)n1
→ -21%	0	86	86	x	x	-2%	x	x
> Cc1nc2ccc(NC(=O)N3CCN(c4ccccn4)CC3)cc2s1
→ -28%	-4	86	90	13	158	-4%	-13	158

Exported field by field: part of the list above
Cc1cc(S(=O)(=O)N2CCN(c3c(C)cccc3C)CC2)ccc1F
  PLAP inhibition: -17%
  MRP resist rev: 9
  MRP resist rev cytotoxicity: 92
  MRP resist rev with doxorubicin: 83
  NFkB transloc pot: 11
  NFkB transloc pot cell count 2 µM: 112
  Bcl-B TR3 displacers: -6%
  NFkB transloc inh: -11
  NFkB transloc inh cell count 2 µM: 112

CC1(N2CCOCC2)CC2(O)C(=[N+]1[O-])CCc1nonc12 (configuration not stated)
  PLAP inhibition: -52%
  MRP resist rev: -11
  MRP resist rev cytotoxicity: 80
  MRP resist rev with doxorubicin: 91
  NFkB transloc pot: -9
  NFkB transloc pot cell count 2 µM: 96
  Bcl-B TR3 displacers: 42%
  NFkB transloc inh: 9
  NFkB transloc inh cell count 2 µM: 96

4 entries out of the list, arranged by number of heavy atoms, lowest first.
The line under a structure holds: PLAP inhibition	MRP resist rev	MRP resist rev cytotoxicity	MRP resist rev with doxorubicin	NFkB transloc pot	NFkB transloc pot cell count 2 µM	Bcl-B TR3 displacers	NFkB transloc inh	NFkB transloc inh cell count 2 µM
> CC(=NC(C)C)C1=C(O)CCC1=O
→ 0%	5	94	89	x	x	13%	x	x
> Cn1c(=O)c2c([nH]c(=O)n2C)n(C)c1=O
→ x	3	102	99	10	117	x	-10	117
> CCn1c(=N)n(CC(O)c2ccco2)c2ccccc21 (configuration not stated)
→ 20%	4	95	91	17	118	-5%	-17	118
> O=C(NCCOc1ccccc1)c1cc2ccccc2o1
→ 7%	9	107	98	5	161	-5%	-5	161

Continuation.
The line under a structure holds: PLAP inhibition	MRP resist rev	MRP resist rev cytotoxicity	MRP resist rev with doxorubicin	NFkB transloc pot	NFkB transloc pot cell count 2 µM	Bcl-B TR3 displacers	NFkB transloc inh	NFkB transloc inh cell count 2 µM
> Cn1ccnc1SCC(=O)Nc1cccc(C(F)(F)F)c1
→ -10%	x	x	x	x	x	-4%	x	x
> CCOC(=O)C(O)(CC(=O)c1ccc(OC)cc1)C(F)(F)F (configuration not stated)
→ x	-2	98	100	0	110	x	0	110
> N#CC1=C(N)Oc2ccc3ccc(O)cc3c2C1c1cccnc1 (configuration not stated)
→ 7%	x	x	x	-12	165	-9%	12	165
> COc1ccccc1-n1cnnc1SCC(=O)N1CCN(S(=O)(=O)c2ccccc2)CC1
→ -71%	12	94	82	-13	111	-2%	13	111
> CCCOc1ccc(-c2nc(C#N)c(NCC3CCCO3)o2)cc1 (configuration not stated)
→ 9%	-20	75	95	5	74	1%	-5	74

An excerpt; the hit share may differ from the screen's.
